Cav32 inh: blocks human Cav3.2 T-type calcium channel; B-score at 10 µM; Cav3.2-expressing cells, Fluo-4 calcium fluorescence FDSS; stronger effect = lower value; O95180; 4% of 100,000 active; AID 449739;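 active means single-dose well whose peak fluorescence ratio is a statistical outlier from its plate by either plate-standardised score or position-corrected B-score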
* hit, by the source's call.

Molecule | Cav32 inh
Cn1cc(C[C@H](NC(=O)OC(C)(C)C)C(=O)N[C@@H](CO)Cc2ccccc2)c2ccccc21 | -1.1
COc1cccc(C(=O)Nc2cccc(OCC(=O)O)c2)c1 | 0.94
Cc1cc(C)nc(N(C#N)CC(=O)Nc2ccccc2)n1 | 0.84
Cc1cc(C)c(S(=O)(=O)N(CC(=O)O)C2CCCCC2)c(C)c1 | -0.0031
Cc1cnnc2c1-c1nonc1CC2 | 0.38
CCCn1cnc2c(=O)oc3ccccc3c21 | 0.63
COc1ccccc1-c1nnc(NC(=O)OCC(C)C)s1 | 0.37
Cc1cc(S(=O)(=O)N2CCN=C2c2ccccc2)ccc1F | -0.43
O=C(c1ccccc1NS(=O)(=O)c1ccc(Br)s1)N1CCOCC1 | 0.32
Cc1c([N+](=O)[O-])cc(C(=O)Oc2ccc(Br)cc2C(=S)N2CCCCC2)cc1[N+](=O)[O-] | -1.6
Cc1cccc(N2C(=O)CC(N3CCN(c4cccc(C(F)(F)F)c4)CC3)C2=O)c1 (stereo unspecified) | -0.31
Cc1cc(NC(=O)CCC(=O)N(CC(=O)NC2CCCC2)c2ccc3c(c2)OCCO3)no1 | -0.016
CCNC(=O)CC1C(=O)N(c2ccc(F)cc2)C(=O)N1CCc1ccc(OC)cc1 (stereo unspecified) | -0.27
Cc1ccc(-c2nnc(N3CCCCC3)c3ccccc23)cc1S(=O)(=O)N(C)C | -1.1
O=C(Nc1cccc(-c2cn3cccnc3n2)c1)c1ccc(Br)o1 | -0.017

Not a retest: entries from further up.
Molecule | Cav32 inh
COc1cccc(C(=O)Nc2cccc(OCC(=O)O)c2)c1 | 0.94
Cc1cc(C)nc(N(C#N)CC(=O)Nc2ccccc2)n1 | 0.84
Cc1cc(C)c(S(=O)(=O)N(CC(=O)O)C2CCCCC2)c(C)c1 | -0.0031

Remaining list, next part
Molecule | Cav32 inh
COC(=O)C1=C(C(=O)OC)[C@@H]2N(C)c3ccccc3[C@@]23C[C@@H](CO)N=C3N1 | 0.75
CN1CCN(Cc2cccc(Oc3ccccc3)c2)CC1 | -0.92
COc1ccc(/C=N/Nc2nccnc2Cl)cc1 | 0.75
O=C(Nc1cccc(Cl)c1)c1ccc(NCCCN2CCOCC2)c([N+](=O)[O-])c1 | 1.6
O=[N+]([O-])c1ccc2nc(-c3ccccc3)n(OCc3ccc(Cl)cc3)c2c1 | -4.5*
COc1ccc2[nH]cc(C(=O)CN3CCN(C(=O)c4ccco4)CC3)c2c1 | 1.3
CCC(=O)N(Cc1cc(=O)[nH]c2ccccc12)C1CCCCC1 | -0.033
COC(=O)CCCCC1SCC2NC(=O)NC21O (stereo unspecified) | 0.0097
CC(C)Nc1nc(Oc2ccc(Cl)cc2Cl)cc(C(F)(F)F)n1 | 0.57
CCOc1ccccc1N(CC(=O)NC1CCCCC1)C(=O)CNC(=O)c1ccco1 | 0.19
COc1ccc(NCc2nnc(SCc3ccccc3)n2-c2ccc(OC)cc2)cc1 | -3.1
NC(=O)C(c1ccc(Cl)cc1)c1ncc(C(F)(F)F)cc1Cl (stereo unspecified) | 1.1
COc1ccc(NC(=O)C2CCN(c3nc(C)cc(C)n3)CC2)cc1 | 0.4
Cc1ccc(C(NC(=O)NCCCN2CCOCC2)=C(Cl)Cl)cc1F | 2.8
COc1ccc(C(CC(=O)N2CCN(c3ccccc3)CC2)c2c(OC)cc(OC)c3c(-c4ccccc4)cc(=O)oc23)cc1 (stereo unspecified) | -1.8

An excerpt of these results, as labelled records.
molecule: Cc1ccc(C(NC(=O)NCCCN2CCOCC2)=C(Cl)Cl)cc1F
  Cav32 inh: 2.8
molecule: COC(=O)C1=C(C(=O)OC)[C@@H]2N(C)c3ccccc3[C@@]23C[C@@H](CO)N=C3N1
  Cav32 inh: 0.75

Additional results.
Molecule | Cav32 inh
C=CCSc1nnc(NC(=O)c2nc(SCC)ncc2Cl)s1 | -0.011
Nc1nc(SCC(=O)NC2CCCCCC2)[nH]c(=O)c1-c1ccccc1 | 1.1
CCOC(=O)c1c(CN2CCCCC2)n(C)c2cc(Br)c(OC)cc12 | 0.056
CC(NS(=O)(=O)c1ccc(CCC(=O)NCC2CCCO2)cc1)c1ccccc1 (stereo unspecified) | 0.34
COC(=O)C(NC(=O)CCc1c(C)nc2ncnn2c1C)C(C)C (stereo unspecified) | 0.44
Cc1cn(C2OC(COC(=O)c3ccccc3)C(OC(=O)c3ccccc3)C2OC(=O)c2ccccc2)c(=O)[nH]c1=O (stereo unspecified) | -2.3
CCOc1ccccc1C(=O)N1CCN(C(c2ccccc2)c2ccccc2)CC1 | -4.7*
O=C(CCNS(=O)(=O)c1ccc(Br)s1)Nc1ccc(Cl)cc1 | -1.8
CCc1nc2cc(C)nn2c2nc3ccccc3n12 | 1
Cc1onc(-c2c(F)cccc2Cl)c1C(=O)Nc1nnc(-c2ccccc2)s1 | -2.3
CC(=O)N1CCn2c3c(c(=O)c4cc(C)ccc42)CCC31 (stereo unspecified) | 0.19
O=C(OCCN1CCCCC1)c1ccc(O)cc1 | -0.97
COc1ccc2c(Cl)c(C(=O)NN)sc2c1 | -0.071
CC(=O)Nc1nc2n(n1)C(c1ccccc1)C=C(c1ccccc1)N2 (stereo unspecified) | -0.037
CCOC(=O)C1C(=O)NC(N2CCOCC2)=NC1C(C)C (stereo unspecified) | -0.36
O=C(N/N=C/c1ccco1)c1cc(-c2cccc3ccccc23)n[nH]1 | -6.2*
CCOc1cc(C(=O)O)cc(Cl)c1OC | 0.26
CC(=Nc1ccccc1C)C1=C(O)CSC1=O | -0.92
CC(C)CCNC(=O)c1cccc(C(=O)NCCC(C)C)c1 | -0.013
COC(=O)c1ccc(OC(=O)C2CC(=O)N(c3ccc(C)cc3C)C2)cc1 (stereo unspecified) | 0.32
CCN(CC)C(=O)CN(c1cccc(OC)c1)S(=O)(=O)c1ccc(C)cc1 | 0.25
CCOC(=O)c1cccnc1SC(CC)C(=O)N1CCOCC1 (stereo unspecified) | 1
CCOc1cc(-c2noc(CCC(=O)Nc3cccnc3)n2)ccc1OC | 1.1
CCn1cc(-c2cc(C(F)(F)F)n3nc(C(=O)O)cc3n2)c(C)n1 | 0.87
COC(=O)c1ccccc1NC(=O)CSc1nnnn1C1CCCCC1 | -1.9
COc1ccc(OC)c2[nH]c(=O)c(CCNC(=O)c3ccc(Br)o3)cc12 | -0.19
CCOC(=O)CNC(=O)CSc1nc2cccnc2n1C | 0.55
O=C1N=C2SCCN2/C1=C\c1ccc(Cl)cc1 | 0.68
CCOc1ccc(-n2c(=S)sc3c(=O)[nH]c(SCC(=O)NC(C)CC)nc32)cc1 (stereo unspecified) | -2.6
Cc1nn(Cc2ccccc2)c(Cl)c1C(=O)NCc1ccc(C)n1C | -1.7
NNC(=O)c1nn(-c2ccc(Cl)cc2)ccc1=O | 0.33
c1ccc(-c2nnc(-c3ccco3)n2-c2ccccc2)cc1 | 0.041
CSCCC(NS(=O)(=O)c1ccc(Cl)cc1)C(=O)OCC(=O)NC12CC3CC(CC(C3)C1)C2 (stereo unspecified) | -0.098
COc1ccc(COC(=O)c2ccc(N3CCCC3=O)cc2)cc1F | -1.2
COc1ccc(OCC(O)CNc2ccc(Br)cc2)cc1 (stereo unspecified) | -4.2*
N=c1sccn1CC(=O)Nc1ccc(Cl)c(S(=O)(=O)N2CCOCC2)c1 | -0.11
O=C(N1CCN(c2ccccc2)CC1)C(F)(F)C(F)F | 0.073
C#CCN1C(=O)C(O)(CC(=O)c2ccc3c(c2)OCCO3)c2ccccc21 (stereo unspecified) | -3.8*
CC(C)n1c(SCc2ccccc2F)nc2c1c(=O)n(C)c(=O)n2C | -2.2
COC(=O)c1sc(N)c(C(=O)OC)c1CSc1nc2sc3c(c2c(=O)n1C)CCC3 | 1
O=C(O)C(=O)/C(=C\c1cccc2ccccc12)c1ccc2ccccc2n1 | -5.5*
CC(C)(C)NC(=O)C(c1ccccc1)N(C(=O)C1CSC(=O)C1)c1ccccc1 (stereo unspecified) | -0.73
Cc1ccc(/C=N/NC(=O)c2csc3c2CCCC3)cc1 | -4.9*
Cc1ccc(C(=O)N2CCOCC2)cc1Cl | -0.09
COc1ccc(-c2nnc(SCC(=O)NC(=O)NCc3ccccc3)o2)cc1 | -0.24
Cc1nc(C(=O)Nc2ccc(Cl)cc2)nn1-c1ccc([N+](=O)[O-])cc1 | 0.23
O=C(CSc1nnc(CNC(=O)c2ccccc2F)o1)c1ccc(Cl)cc1 | -0.00054
CC(C)(C)NC(=O)NC(=O)CSc1nnc(COc2ccccc2Cl)o1 | -6*
CCN1CCN(c2ncnc3c2cnn3-c2ccc(C)cc2C)CC1 | 1.1
O=C(c1ccc(F)cc1)c1c[nH]c(C(=O)NCCCN2CCOCC2)c1 | 0.53
Cn1c(NC(=O)C2CCCO2)cc(=O)n(C)c1=O (stereo unspecified) | 0.39
N#C/C(=C/Nc1ccccc1)c1ccsc1 | 0.0079
CS(=O)(=O)c1nncn1-c1ccccc1 | -0.0017
CCCCCCCC(=O)N/N=C(\C)c1cccnc1 | 0.35
CCOc1ccc2nc(Cl)c(/C=C/C(=O)c3ccco3)cc2c1 | 0.0058
Cc1cc(F)ccc1S(=O)(=O)Nc1ccccc1C(=O)Nc1ncn[nH]1 | -2.9
OCCNc1nc(-c2cccnc2)nc2ccccc12 | -0.66
Cc1ccccc1CN1C2=NCCN2c2ccccc21 | -0.14
COC(=O)C12CC3CC(C1)CC(n1cnc(Cl)n1)(C3)C2 | 0.79
CCN(CC)S(=O)(=O)c1cccc(-c2nnc(SCC(=O)NC3CCCCCC3)n2N)c1 | -0.87

The results go on:
Molecule | Cav32 inh
O=C(CSc1nnc(Cc2cccs2)n1Cc1ccco1)Nc1cccc(Cl)c1 | -3.5
O=C(O)CCc1nn2c3ccccc3n(CCN3CCCCC3)c2nc1=O | 2.4
CCc1ccc(NS(=O)(=O)c2ccc3[nH]cc(C(=O)N4CCCCC4)c(=O)c3c2)cc1 | -0.36
COC(=O)c1sc(NC(=O)COc2cccc3ccccc23)nc1C | 0.041
CC(C)Cn1c(SCC(=O)NC2CCCc3ccccc32)nc(O)cc1=O (stereo unspecified) | 0.45
Cc1cc(C(C)(C)C)cc(S(=O)(=O)Nc2ccc(O)c(C(=O)O)c2)c1C | -3.9
COc1ccccc1N(CC(=O)Nc1cc(C)on1)S(=O)(=O)c1ccc(Cl)cc1 | -2.4*
COc1ccc(NC(=O)N2CCCC(C(=O)NC(C)C)C2)cc1 (stereo unspecified) | 0.87
O=C(NCC(c1cccnc1)N1CCN(c2ccccc2F)CC1)c1ccccc1 (stereo unspecified) | -0.27
CCCCNCc1cc(Br)c(OCC(=O)N2CCOCC2)c(OC)c1 | 0.66
N=c1n(CCO)c2ccccc2n1Cc1ccc(Cl)cc1 | -1.2
O=C(O)/C=C\C(=O)Nc1ccccc1C(=O)NCc1ccccc1 | 0.42
CC(=O)c1ccc(OCC(O)CN2CC(C)OC(C)C2)cc1 (stereo unspecified) | 0.067
Cc1ccc(S(=O)(=O)NCC(=O)OC(C(=O)c2ccccc2)c2ccccc2)cc1 (stereo unspecified) | -3.5*
CCSc1nc2ccccc2n1CCOc1ccccc1 | -3.8*

Ordered by count of non-hydrogen atoms (ascending): part of the list above
Molecule | Cav32 inh
N#C/C(=C/Nc1ccccc1)c1ccsc1 | 0.0079
CCN1CCN(c2ncnc3c2cnn3-c2ccc(C)cc2C)CC1 | 1.1
CC(C)Cn1c(SCC(=O)NC2CCCc3ccccc32)nc(O)cc1=O (stereo unspecified) | 0.45

(next part)
Molecule | Cav32 inh
O=C(CCCSc1nc2sc3c(c2c(=O)[nH]1)CCC3)NCCCO | 0.93
Cc1ccoc1C(=O)NCCCNC(=O)c1occc1C | -0.92
O=C1CC(N2CCC(O)(c3ccc(Cl)cc3)CC2)C(=O)N1 (stereo unspecified) | 0.057
COc1ccc(C(=O)Nc2ccc(S(=O)(=O)N3CCCC3)cc2)c(OC)c1 | 0.76
CC1=NN2C(=N)/C(=C\c3ccc(SCc4ccccc4)o3)C(=O)N=C2S1 | -1.4
c1ccc(Cc2nnc3sc(-c4cccs4)nn23)cc1 | -0.00019
CCOc1ccccc1C1C2C(=O)N(c3ccccc3)C(=O)C2ON1c1ccccc1 (stereo unspecified) | -0.026
CCOC(=O)c1cn(CC(=O)Nc2cccc(Cl)c2C)nn1 | 0.91
O=C(C1=C[C@@H](c2ccc(C(F)(F)F)cc2)C[C@@H](OCc2ccc(CO)cc2)O1)N1CCOCC1 | 0.17
CCCCOC(=O)Nc1sc2c(c1C(=O)OC)CCC2 | 0.11
Cc1ccc(S(=O)(=O)Nc2ccc(-c3nc4cc(NS(=O)(=O)c5ccc(C)cc5)ccc4o3)cc2)cc1 | -0.3
O=C(COC(=O)C1=COCCO1)Nc1ccc2c(c1)OCO2 | -0.18
CCOCCCn1c(-c2ccc(Cl)cc2)n[nH]c1=S | 0.63
O=C(O)C1CC=CCC1C(=O)N1CCc2ccccc21 (stereo unspecified) | 0.041
Cc1ccc(Cl)c2c1NC(=O)C2(O)CC(=O)c1ccc(F)cc1 (stereo unspecified) | -0.18
COC(=O)N[C@H](c1ccccc1)[C@@]1(C)C[C@@H]1[C@@H](C)C(=O)Nc1ccc2ccccc2c1 | -2.6
CCCOc1ccccc1C1NC(=O)NC(C)=C1C(=O)OCCOC (stereo unspecified) | 1
CCOC(=O)N1CCC(NC(=O)c2ccc3snnc3c2)CC1 | 0.29
COc1ccc(Cn2c(C)c(C)c(C#N)c2NC(=O)Nc2cccc(C)c2)cc1 | -1.2
CC(=O)Nc1cc(NC(C)=O)c(CC(C)C)s1 | -0.56
c1ccc(-n2ncc3c(NCC4CCCO4)ncnc32)cc1 (stereo unspecified) | -0.18
COc1ccc(NC(=O)CCOc2ccccc2)cc1 | -0.11
CCOC(=O)Nc1sc(C)nc1-c1ccccc1 | -0.098
CCN(Cc1ccccc1)S(=O)(=O)c1ccc(S(=O)(=O)N2CCN(CCC#N)CC2)cc1 | 0.84
O=C(OC1CSc2nc3ccccc3n2C1)c1ccco1 (stereo unspecified) | 0.21

Screens from PubChem BioAssay.

Some of the compounds tested. The share of hits here may be higher or lower than overall.
